# DAT uptake mod: human DAT dopamine uptake with cocaine, either direction. LLC-PK1 hDAT cells, [14C]-dopamine uptake with cocaine IC80; actives deviate in either direction. B-score at 10 µM. actives 1.3% (n = 110,000). AID 449768;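 active means Z score or B-score, a plate-position-corrected score, falls beyond the plate's 99.7% confidence bounds, in either direction; inactive means both scores lie inside the 99.7% bounds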;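 further: scored against the spread of the other compound wells on the same plate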
# Target sequence (Q01959 whole entry, looked up): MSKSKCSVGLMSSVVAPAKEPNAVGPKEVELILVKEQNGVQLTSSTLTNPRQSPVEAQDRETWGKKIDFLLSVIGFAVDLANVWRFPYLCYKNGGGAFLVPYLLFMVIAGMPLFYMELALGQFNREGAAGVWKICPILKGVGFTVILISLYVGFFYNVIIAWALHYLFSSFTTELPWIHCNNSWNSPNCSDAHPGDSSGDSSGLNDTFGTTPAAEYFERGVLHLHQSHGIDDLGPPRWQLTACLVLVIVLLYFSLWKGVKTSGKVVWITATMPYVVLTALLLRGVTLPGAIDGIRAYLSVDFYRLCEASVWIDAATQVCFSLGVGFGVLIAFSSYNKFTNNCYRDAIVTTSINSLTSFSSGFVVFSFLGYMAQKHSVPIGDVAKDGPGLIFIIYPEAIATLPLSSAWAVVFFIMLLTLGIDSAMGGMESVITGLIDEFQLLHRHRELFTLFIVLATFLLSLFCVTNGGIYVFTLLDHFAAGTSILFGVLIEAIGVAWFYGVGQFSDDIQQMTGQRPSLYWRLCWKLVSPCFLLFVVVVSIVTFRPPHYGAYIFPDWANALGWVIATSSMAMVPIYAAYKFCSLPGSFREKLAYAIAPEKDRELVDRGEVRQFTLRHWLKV
# Active calls of the source: *. Only part of the results is shown (hit frequency here may not be typical).
# The opening 7 compounds as a preview:
compound,DAT uptake mod
C#CCOCCOCCOCCNc1nc(N2CCOCC2)nc(N2CCN(C(=O)[C@H](CCC(=O)O)n3cc(C(N)Cc4ccc(O)cc4)nn3)CC2)n1 (stereo partly drawn),-0.905
CCOc1ccccc1Nc1nc(N2CCCC2)nc(N2CCOCC2)n1,0.0163
NC(=O)[C@@H]1CCCNc2c(I)cc([N+](=O)[O-])cc2C(=O)N[C@@H](CCC(=O)O)C(=O)N[C@@H](CO)C(=O)N1,0.737
Cc1cc2sc3ccc(C#CC4(O)CCCCC4)cc3c(=O)c2cc1C,1.05
CSc1cccc(NC(=O)CCCOc2ccc(Cl)cc2Cl)c1,0.445
N[C@@H](CO)c1nnc([C@H](CCC(=O)O)NC(=O)C2CCNCC2)o1,0.0239
Cc1ccc(S(=O)(=O)N2CCC(=O)N(C(COCc3ccc(Cl)cc3)Cc3ccccc3)CC2)cc1 (stereo not drawn),1.26

# This part in full, from the first entry:
compound,DAT uptake mod
C#CCOCCOCCOCCNc1nc(N2CCOCC2)nc(N2CCN(C(=O)[C@H](CCC(=O)O)n3cc(C(N)Cc4ccc(O)cc4)nn3)CC2)n1 (stereo partly drawn),-0.905
CCOc1ccccc1Nc1nc(N2CCCC2)nc(N2CCOCC2)n1,0.0163
NC(=O)[C@@H]1CCCNc2c(I)cc([N+](=O)[O-])cc2C(=O)N[C@@H](CCC(=O)O)C(=O)N[C@@H](CO)C(=O)N1,0.737
Cc1cc2sc3ccc(C#CC4(O)CCCCC4)cc3c(=O)c2cc1C,1.05
CSc1cccc(NC(=O)CCCOc2ccc(Cl)cc2Cl)c1,0.445
N[C@@H](CO)c1nnc([C@H](CCC(=O)O)NC(=O)C2CCNCC2)o1,0.0239
Cc1ccc(S(=O)(=O)N2CCC(=O)N(C(COCc3ccc(Cl)cc3)Cc3ccccc3)CC2)cc1 (stereo not drawn),1.26
OCCN1C[C@H](O)[C@@H](O)[C@H](O)[C@H]1CO,0.831
NC(=O)CC(NC(=O)c1ccccc1)c1ccc(NCCc2ccc(Cl)cc2)c([N+](=O)[O-])c1 (stereo not drawn),1.17
Cc1cc(C)cc(C(=O)NC(CC(N)=O)c2ccc(NC3CCCCC3)c([N+](=O)[O-])c2)c1 (stereo not drawn),-1.07
CCCN1CCC(=O)N(CCSc2ccc(NC(C)=O)cc2)CC1,0.162
CCCN1CCC(=O)N([C@H](CSc2ccc(Br)cc2)Cc2ccccc2)CC1,0.174
NC(=O)[C@@H]1CC2(CC(c3cccc(NC(=O)CC(c4ccccc4)c4ccccc4)c3)=NO2)CN1C(=O)[C@@H]1CCC(=O)N1 (stereo partly drawn),-1
Cc1c(O)cccc1C(=O)N[C@@H](CSc1ccccc1)[C@H](O)CN1C[C@H]2CCCC[C@H]2C[C@H]1C(=O)NC(C)(C)C,0.313
CCOC(=O)Nc1c(C)n(C)n(-c2ccccc2)c1=O,-0.855
COC(=O)c1ccc(C(NC(=O)OCc2ccccc2)/C(C)=C/[C@@H](C)C(=O)NCc2ccc(OC)c(OC)c2)cc1 (stereo partly drawn),-0.683
COc1ccccc1CNC(=O)C1CC2Cn3c(nc4ccccc43)C2N1C (stereo not drawn),-0.884
CN1CCc2c(sc3c2C(=O)NC(c2ccc(-c4cccc(Cl)c4)o2)N3)C1 (stereo not drawn),0.0606
O=C(NC1CC1)C1=C[C@@H](c2ccc3c(c2)OCO3)C[C@@H](OCc2ccc(CO)cc2)O1,0.789
CCn1c(=O)c2cc(C(=O)N3CCN(C(=O)c4ccco4)CC3)sc2c2ccccc21,1.98
Cc1ccc(C(=O)N2CCC3(CC2)Oc2ccc(Cl)cc2C(=O)C32CC(c3ccc(Cl)cc3)=NO2)s1 (stereo not drawn),-0.529
COc1ccc(-c2noc3c2-c2nc(-c4ccccc4C)sc2CC3)cc1,-0.783
CCN(CC)c1nc(N)c(C#N)c(CC#N)c1C#N,-0.616
Cc1ccccc1NC(=S)NCc1ccc2c(c1)cc(C)n2C,-1.07
CC(O)[C@H]1CN=C(N)N1CCCCC1CCCCC1 (stereo partly drawn),-4.68*
C#CCOCCOCCOCCNc1nc(N2CCN(C(=O)[C@H](CCC(=O)O)n3cc(C(N)CO)nn3)CC2)nc(N2CCN(C(=O)[C@H](CCCCN)n3cc(C(N)CC(C)C)nn3)CC2)n1 (stereo partly drawn),-0.496
OCCOCCn1c(C2CCCN2c2nc(-c3ccc(F)cc3)cs2)nc2cc(Cl)c(Cl)cc21 (stereo not drawn),-0.0609
Cc1ccc(N(C)C(=O)c2ccc3c(Cl)c4c(nc3c2)CCC4)cc1C,0.812
C#CCOCCOCCOCCNc1nc(N2CCOCC2)nc(N2CCN(C(=O)[C@H](Cc3ccc(O)cc3)n3cc([C@@H](N)CC(C)C)nn3)CC2)n1,-0.0208
Cn1c(=O)oc2cc(S(=O)(=O)N3CCC(N4CCCCC4)CC3)ccc21,-0.399

# Reprinted from the part before: 3 compounds, followed by the next part.
compound,DAT uptake mod
Cc1ccc(N(C)C(=O)c2ccc3c(Cl)c4c(nc3c2)CCC4)cc1C,0.812
C#CCOCCOCCOCCNc1nc(N2CCOCC2)nc(N2CCN(C(=O)[C@H](Cc3ccc(O)cc3)n3cc([C@@H](N)CC(C)C)nn3)CC2)n1,-0.0208
Cn1c(=O)oc2cc(S(=O)(=O)N3CCC(N4CCCCC4)CC3)ccc21,-0.399
COc1cc(OC)c2c(=O)c(OC)c(-c3ccc(OC)c(OC)c3)oc2c1,0.0173
O=c1[nH]c2ccccc2cc1-c1nnn(-c2ccccc2)n1,1.49
CCOC(=O)C1=C(C)N(CCCC(=O)O)C(=O)NC1c1cc2ccccc2c2ccccc12 (stereo not drawn),-0.26
CCO[C@H]1OC(C(=O)Nc2ccccc2)=C[C@@H](C2CC2)[C@@H]1CCCO,-0.987
CCOC(=O)N1CCC(NC(=O)c2ccc3c(Cl)c4c(nc3c2)CCCC4)CC1,0.532
Cc1ccc(-c2cc(=O)c3ccc(Cl)cc3[nH]2)cc1,-0.425
CN1C[C@@H]2C(c3ccc(Cl)nc3)C3(c4ccc(C#N)cc4)CC2(C3)[C@H]1c1ccccc1 (stereo partly drawn),0.496
COC(C/C=C/[C@@H](O)[C@H](C)OCc1ccccc1)OC,-0.0023
CCn1cc(S(=O)(=O)CC(=O)N2CCc3ccccc32)c2ccccc21,-0.667
Cc1ccc(S(=O)(=O)NC(=O)c2ccc(Br)o2)cc1,-0.628
CCOC(=O)C1CCCCN1Cc1ccccc1C(F)(F)F (stereo not drawn),-0.884
N#CCCn1nc(Cc2cccc3ccccc23)c(C#N)c1N,-1.07
C=C(C)C(=O)N1CC2(CC(c3cccc(NC(=O)COc4ccc(Cl)cc4)c3)=NO2)C[C@@H]1C(N)=O (stereo partly drawn),0.305
O=C(c1ccc(CSc2nc3ccncc3[nH]2)cc1)N1CCN(c2cccc(Cl)c2)CC1,-2.1
Cc1cc(C)c2[nH]c(=O)c(C(c3nnnn3Cc3ccc4c(c3)OCO4)N3CCCCC3)cc2c1 (stereo not drawn),-0.655
CCC(C)[C@H](N)c1cn([C@@H](Cc2cc3ccccc3[nH]2)C(=O)N2CCNCC2)nn1 (stereo partly drawn),-0.000955
CCCOc1ccc(-c2nnn(CC(=O)Nc3cccc(C(=O)OC)c3)n2)cc1,-1.87
Cc1sc2nc(CN(CCc3ccccc3)C(=O)c3ccco3)[nH]c(=O)c2c1C,-1.06
CCO[C@H]1OC(C(N)=O)=C[C@@H](c2ccc(Br)cc2)[C@@H]1CCCO,-0.111
CC1=CC(=O)CC2C1(C)CCC(C)C2(C)CCC(C)CC(=O)O (stereo not drawn),1.86
C#CCOCCOCCOCCNc1nc(N2CCN(C(=O)C(Cc3ccc(O)cc3)n3cc(C(N)CC(C)C)nn3)CC2)nc(N2CCN(C(=O)C(Cc3ccc(O)cc3)n3cc(C(N)C(C)CC)nn3)CC2)n1 (stereo not drawn),-0.038
O=c1c2ccccc2[nH]c(=S)n1CCN1CCC(=C(c2ccc(F)cc2)c2ccc(F)cc2)CC1,-0.378
Cc1ccc2c(c1)C1C=CCC1C(C(=O)NCCCN1CCOCC1)N2 (stereo not drawn),-0.299
CC(C)(C)[C@H]1C=C(C(=O)O)O[C@@H](OCc2ccc(CO)cc2)C1,0.304
O=C(NCc1ccccc1)C1=C[C@@H](c2coc3ccccc3c2=O)C[C@@H](OCc2ccc(CO)cc2)O1,1.39
COC(=O)CCCC1=CC2=CC(=O)C(C)(OC(=O)c3cccs3)C(=O)C2=CN1CCc1c[nH]c2ccccc12 (stereo not drawn),0.983
C/C=C(/C)C(=O)O[C@@H]1c2c(ccc3ccc(=O)oc23)O[C@@H]1C(C)(C)OC(C)=O,-0.175
COC(=O)C1=C[C@@H](C(=O)OC)C2C3=C(C(=O)C24CCCCC4)[C@H](C)n2c(=O)n(-c4ccccc4)c(=O)n2[C@@H]3C1 (stereo partly drawn),-0.0629
C/C=C(/C)C(=O)O[C@@H]1c2c(ccc3ccc(=O)oc23)O[C@@H]1C(C)(C)OC(=O)/C(C)=C\C,0.586
COC(=O)C1=C(C(=O)OC)[C@@H]2N(C)c3ccc(OC)cc3[C@@]23C[C@@H](C(=O)OC)N(C(=O)COCc2ccccc2)C3=N1,0.244
O=c1oc2ccccc2c(NC(c2ccccc2)c2ccccc2)c1[N+](=O)[O-],-0.495
Fc1ccc(-n2nnc(-c3ncc[nH]3)n2)cc1,-1.18
COC(=O)C1=C(C(=O)OC)[C@@H]2N(C)c3ccc(OC)cc3[C@@]23C[C@@H](C(=O)OC)N=C3N1,0.299
COc1ccc(S(=O)(=O)N2CCOC2CNC(=O)C(=O)NCCCn2ccnc2)cc1OC (stereo not drawn),0.0105
CCC1=C(OC(=O)N(CC)CC)N2C(=O)OC(=NCC(=O)OC)[C@]2(Cc2ccccc2)[C@H]2C1=CC[C@H]1C(=O)N(c3ccccc3)C(=O)[C@H]12,-0.288
C=C1C(=O)[C@@]23[C@H](O)C[C@@H]4C(C)(C)CC[C@H](O)[C@@]4(C)[C@@H]2CC[C@@H]1[C@H]3O,-0.694
NC(=O)CC(NC(=O)c1ccccc1)c1ccc(NCCc2cccc(F)c2)c([N+](=O)[O-])c1 (stereo not drawn),0.715
Cc1ccc(C)c(NC(=S)NC(C)C(c2cccs2)N2CCOCC2)c1 (stereo not drawn),-0.128
C[C@H](NC(=O)c1nc[nH]c1C(=O)NCc1ccccc1)C(=O)OC(C)(C)C,0.57
C#CCCOC(=O)N1C2=NC(C(=O)OC)=C(C(=O)OC)[C@@H]3N(C)c4ccccc4[C@]23C[C@H]1C(=O)OC,-1.07
COC(C/C=C\[C@@H](O)[C@@H](C)OCc1ccccc1)OC,-1.24
C=CC[C@]12C[C@@H](OC)C(=O)C=C1O[C@@H](c1ccc(OC)c(OC)c1)[C@H]2C,-0.303
CCOC(=O)c1ccc(NC(=O)c2nc[nH]c2C(=O)N[C@H](C)c2ccccc2)cc1,1.7
C/C=C(\C)C(=O)NCCN1C2=NC[C@@H](Cc3ccccc3)N2C[C@@H]1Cc1ccc(OC)cc1,-1.44
COc1ccc(/C=C/C(=O)c2ccc(O)cc2)cc1,-0.657
O=C(C1=C[C@@H](c2ccc(C(F)(F)F)cc2)C[C@@H](OCc2ccc(CO)cc2)O1)N1CCN(Cc2ccccc2)CC1,0.0544
O=C(NCCCCc1ccccc1)C1CC(c2cccc(F)c2)=NO1 (stereo not drawn),-0.0532
CCC1=C2CC[C@H]3C(=O)N(CC)C(=O)[C@H]3[C@H]2[C@@]2(Cc3ccccc3)C(=O)N(Cc3ccccc3)C(=O)N2C1=O,-0.11
CCOC(=O)CN1C(=O)N[C@@H](c2ccco2)C(C(=O)OC)=C1C,-1.01
CC(C)(C)OC(=O)NCCCCC1=CC2=CC(=O)C(C)(OC(=O)c3cnc4ccccc4n3)C(=O)C2=CO1 (stereo not drawn),-0.823

# The list goes on.
compound,DAT uptake mod
CCc1ccc(C2CC(c3ccccc3)Nc3nc(N)nn32)cc1 (stereo not drawn),0.544
OCCCn1c(C2CCCN2c2nc(-c3ccc(F)cc3)cs2)nc2cc(C(F)(F)F)ccc21 (stereo not drawn),0.574
CCN1CCN(Cc2ccc(NC(=O)c3ccc(C)c(NC(=O)N4CCNC4=O)c3)cc2C(F)(F)F)CC1,0.0816
O=C1NC[C@H](c2ccccc2)N(CC2CCCCC2)C1=O,-0.46
COc1ccc(CNC(=O)c2cccc(-c3ccc(C)c4ccccc34)n2)cc1,0.352
O=C(NCc1ccco1)C1CC(c2ccc(C(F)(F)F)cc2)=NO1 (stereo not drawn),0.0908
O=C(c1cc(Cl)cc(Cl)c1)N1CCC(=O)N(C(COCc2ccccc2)Cc2ccccc2)CC1 (stereo not drawn),-0.226
O=C1C=C(N2CCOCC2)CCC1,0.239
COc1ccc(-c2csc(NC(C)c3nc4cc(Cl)c(Cl)cc4n3CCOCCO)n2)cc1 (stereo not drawn),0.881
CC1(c2nnc(Cc3ccccc3)o2)CC(c2cccc(Cl)c2)=NO1 (stereo not drawn),0.449
O=C(O)C[C@H]1c2cc(C(F)(F)F)ccc2S(=O)(=O)N1C1CCCCC1,-0.763
COc1ccc(-c2csc(NC(CO)c3nc4ccccc4n3CCOCCO)n2)cc1 (stereo not drawn),1.85
COc1cc(O)c(C(CCN2CCCC2)c2ccc3c(c2)OCO3)c(OC)c1 (stereo not drawn),1.45
O=C(NCc1ccc(F)cc1)c1cnc2sccn2c1=O,-0.817
COc1ccc(C(CC(=O)N2CCCCC2)c2c(OC)cc(OC)c3c(-c4ccccc4)cc(=O)oc23)cc1 (stereo not drawn),1.21
CC(Nc1nc(-c2ccc(Cl)cc2)cs1)c1nc2cc(Cl)c(N3CCCCC3)cc2n1CCOCCO (stereo not drawn),1.37
CCCCCn1c(NC2CCCCC2)nc2c1c(=O)[nH]c(=O)n2C,2.92*
CCOC(=O)c1ccc(NC(=O)c2c(N)n(C)c(=O)n(C)c2=O)cc1,-0.709
